Source: PubChem BioAssay
mcGAS RapidFire – inhibitors of mouse cGAS; inhibition, % at 12.5 µM; AID 1259397; 0.18% of 130,000 active; recombinant mouse cGAS, cGAMP by RapidFire MS; Q8C6L5;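 active means inhibition of cGAS enzyme activity at or above 60%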;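 further: enzyme stimulated by 45 bp dsDNA with ATP and GTP substrates; cGAMP share of summed cGAMP plus half ATP and half GTP signals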
Target sequence (Q8C6L5 whole entry, looked up): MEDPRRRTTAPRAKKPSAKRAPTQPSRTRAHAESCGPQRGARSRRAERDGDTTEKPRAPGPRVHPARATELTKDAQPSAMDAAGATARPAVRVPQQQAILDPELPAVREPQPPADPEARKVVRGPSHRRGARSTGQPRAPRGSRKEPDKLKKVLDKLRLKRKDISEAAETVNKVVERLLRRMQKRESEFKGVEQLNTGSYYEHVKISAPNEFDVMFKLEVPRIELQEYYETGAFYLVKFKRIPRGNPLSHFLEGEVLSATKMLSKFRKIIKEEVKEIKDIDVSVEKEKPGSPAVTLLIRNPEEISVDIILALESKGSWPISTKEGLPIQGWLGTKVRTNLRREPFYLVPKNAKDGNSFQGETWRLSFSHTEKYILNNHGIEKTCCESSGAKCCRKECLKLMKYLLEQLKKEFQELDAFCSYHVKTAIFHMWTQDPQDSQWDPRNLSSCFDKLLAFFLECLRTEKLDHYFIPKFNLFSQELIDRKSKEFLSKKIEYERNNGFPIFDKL
* hit, by the source's call; & = joins results of further samples. Not all compounds are listed, so the mix of outcomes need not match the whole.

SMILES | mcGAS RapidFire
CC(C)CC(N)c1nc(-c2ncn[nH]2)no1 (centres undefined) | -3.0
O=C(COCC1CCCO1)N1CCN(C2CCCCC2)C(=O)C1 (centres undefined) | -15.3
COc1cccc(CC(=O)N2CCOC(C(F)(F)F)C2)c1OC (centres undefined) | -1.5
CCCCc1ncc(CN2CCc3[nH]cnc3C2c2cccc(O)c2)[nH]1 (centres undefined) | -19.3
Cc1cc2oc(=O)cc(CN(C)C(C)c3ccon3)c2cc1C (centres undefined) | -7.6
COc1cccc(CCn2ccnc2-c2nccn2C)c1 | -17.4
O=C(CCCO)NCCc1nc2ccccc2[nH]1 | -5.9
C=Cc1ccc(Cn2c(C)c(C(=O)NCc3cccc([N+](=O)[O-])c3)sc2=O)cc1 | -2.3
Cc1ccc(C(=O)N2CCCCC2CNC(=O)Nc2ccccc2)o1 (centres undefined) | -4.6
Cc1n[nH]c(=S)c2c1cnn2-c1ccc(F)cc1 | -4.9
CCCn1c(CNCc2cccc(F)c2)nc2ccccc21 | -12.2
COc1ccc(-c2cc(C(=O)N3CCC(Cn4cnc5cc(C)c(C)cc54)CC3)no2)cc1 | -6.7
CC(Cn1cncn1)NCC1CCN(C(=O)C(C)C)CC1 (centres undefined) | -16.4
NC1CCN(c2ccccc2C(=O)NCc2cccnc2)CC1 | -2.8
NC(=O)N1CCC(C(=O)NC2(c3ccc(Br)cc3)CCC2)CC1 | -7.4
CCOC(=O)CNC(=O)Cn1c(=O)c2c(OCC)ccnc2n(C)c1=O | 3.7
CC(=O)N1CCN(C(=O)COc2ncnc3sc4c(c23)CCCC4)CC1 | -5.2
O=C(CCc1ccccc1)Nc1ccnn1C1CCN(C(=O)C2CC=CCC2)CC1 (centres undefined) | -13.0
CCn1cc2ccc(NS(=O)(=O)c3ccc(Br)c(C)c3)cc2n1 | 1.3
O=C1C2C3C=CC(C3)C2C(=O)N1CNc1ccccc1Cl (centres undefined) | -7.0
COCCC(=O)N1CCCC(CCc2cccc(OC)c2)C1 (centres undefined) | -2.3
CC(C)c1ccc(-c2nc(C(=O)N3CCNC(=O)C3)cs2)cc1 | -1.4
CCn1c(SCc2c(C)noc2C)nc2sc3c(c2c1=O)CCC(C)C3 (centres undefined) | -2.6
Cc1cc(NS(=O)(=O)CCc2ccccc2)n(C)n1 | -8.9
CS(=O)(=O)N(Cc1ccc(F)cc1F)c1ccc(F)cc1 | -12.3
CCn1c(=O)c2ccccc2c2c(O)nc(-c3cccc(C(F)(F)F)c3)n21 | -17.3
Cc1ccc(-n2ncc3c(C)nn(Cc4ccc(F)cc4)c(=O)c32)c(C)c1 | -3.9
CCN(CC)c1ncccc1CNc1cnc2ccccc2n1 | -27.9
CCOC(=O)N1CCC(NCCNc2cccnc2)CC1 | -15.6
c1cnc2c(-n3nc(C4CC4)nc3-c3csnn3)cccc2c1 | -5.0
CN(C)c1ccc(/C=C2\N=C(c3ccco3)OC2=O)cc1 | -16.0
O=c1nc(NCc2ccco2)ccn1-c1nc(-c2ccccc2)oc1-c1ccccc1 | -3.1
CCCNC(=O)C(C)NC(=O)Cc1sc(Nc2ccccc2OC)nc1-c1ccccc1 (centres undefined) | -4.6
O=C(CN1CCC(c2nnc3n2CCC3)CC1)Nc1ccccc1C(=O)NC1CC1 | -0.8
O=C(NCC(CO)Cc1ccccc1F)c1ccnc(Cl)c1 (centres undefined) | -3.4
O=C1CC(c2c(Cl)nc3sccn23)c2cc3cn[nH]c3cc2N1 (centres undefined) | 2.1
O=C(c1scc2c1OCCO2)N1CCc2onc(-c3cccc(F)c3)c2C1 | -2.9
COc1ccccc1CCNC(=O)CN1C(=O)c2ccccc2S1(=O)=O | -1.0
O=C(c1ccc(N2CCCCC2=O)cc1)N1CCN(S(=O)(=O)c2ccc3c(c2)OCCO3)CC1 | -6.9
c1ccc(N2CCN(CCCOc3ccc4c(c3)OCO4)CC2)cc1 | -5.6
COC(=O)c1ccc(-c2nc(CN3CCC(Oc4ccccc4F)CC3)c(C)o2)cc1 | -4.3
CCOC(=O)c1c(NC(=O)CN2CCCC2C(=O)N(C)C)sc(C)c1-c1ccc(C)cc1 (centres undefined) | -5.9
O=C(CCc1cccc(F)c1)N1CCN(S(=O)(=O)c2ccc3c(c2)CCC3)CC1 | -5.6
Cc1cc(N)n(C(=O)c2ccc(N3CCOCC3)cc2)n1 | -8.5
COc1ncccc1-c1cc(C)ccc1N1CCOC1=O | -26.3
OC1CCCN(Cn2nc(CSc3nc4ccccc4s3)n(-c3ccccc3)c2=S)C1 (centres undefined) | -6.6
Cc1nc(-c2ccccc2)ncc1C(=O)N(C)CC1(CO)CCC1 | -2.1
CN(CCCNC(=O)c1cccnc1Nc1cc(Cl)cc(Cl)c1)c1ccccc1 | 1.1
CCOC(=O)N1CCC(N2CCC(Oc3ccccc3C(=O)N3CCCCC3)CC2)CC1 | -8.2
Cc1[nH]c(=S)sc1CC(=O)Nc1ccc2c(c1)OCO2 | -6.2
CC(NC(=O)CS(=O)(=O)c1ccc(Cl)cc1)c1ccccc1F (centres undefined) | -11.2
CCOC(=O)N1CCC(N2CCCC(CNC(=O)Cc3ccc(OC)cc3)C2)CC1 (centres undefined) | -12.3
Cc1nc(-c2ccc(Cl)c(Cl)c2)n(CC(=O)NC(C)(C)C)n1 | -1.8&19.3
CCOC(=O)N1CCN(c2ccc(/C=C(\C#N)c3nc4ccccc4s3)o2)CC1 | -12.0
CNS(=O)(=O)c1cc(C(=O)NCCc2ccccc2OC)n(C)c1 | -13.0
CCCC(NC(=O)Cn1cccn1)C(=O)N1CCc2sccc2C1 (centres undefined) | -3.4
CC1(C(=O)NC2CCN(Cc3ccccc3)CC2)CCN1Cc1cc2ccccc2o1 (centres undefined) | -13.4
O=C(COc1cccnc1)NCc1cccnc1N1CCc2ccccc2C1 | 5.3
Cc1ccc(CN2CCC(CN(C)Cc3ccc4nonc4c3)CC2)o1 | -6.3
COCCC(=O)Nc1ccc2c(c1)CN(Cc1cc(Cl)c(OC)c(OC)c1)CC2 | -1.3

Compounds shown so far that have an aryl thioether with sulfur outside any ring, in the order listed:
SMILES | mcGAS RapidFire
CCn1c(SCc2c(C)noc2C)nc2sc3c(c2c1=O)CCC(C)C3 (centres undefined) | -2.6
OC1CCCN(Cn2nc(CSc3nc4ccccc4s3)n(-c3ccccc3)c2=S)C1 (centres undefined) | -6.6

Going on with the list.
SMILES | mcGAS RapidFire
CC(OCC1CC1)C(=O)N1CCC(N(C)S(C)(=O)=O)CC1 (centres undefined) | -0.6
CCNC(C(=O)O)c1cc(Cl)cc(Cl)c1 (centres undefined) | -2.9
CCC(C(=O)Nc1cc(C)on1)N1CCCC(c2nc3ccccc3o2)C1 (centres undefined) | 1.8
CN(CC1COc2ccccc2O1)C(=O)CN1C(=O)c2ccccc2S1(=O)=O (centres undefined) | -7.2
Cc1ccc2cccc(S(=O)(=O)N(C)CC3CCN(C)CC3)c2n1 | -9.4
CC1CCN(c2ccc(S(C)(=O)=O)cc2[N+](=O)[O-])CC1 | -17.9
COc1cc(C=Nc2c(C)n(C)n(-c3ccccc3)c2=O)ccc1O | -3.8
O=C(Nc1nnc(C2CC(=O)N(c3ccccc3)C2)o1)C1=COCCO1 (centres undefined) | -2.6
CCC(=O)N1CCCC1(C)C(=O)Nc1ccc2c(c1)CCN2C(C)=O (centres undefined) | 0.9
COc1ccc(NC(=O)CN2C(=O)C(Oc3ccccc3)C2c2cccnc2)cn1 (centres undefined) | -3.2
O=C(NCc1ccc2c(c1)OCCO2)N1CCCC1c1ccsc1 (centres undefined) | -9.0
COc1ccc(OC)c(S(=O)(=O)Nc2ccncc2)c1 | 12.0
CC(C)CC(=O)N1CCN(Cc2ccc(-c3ccccc3C#N)cc2)CC1 | -14.8
CCCn1ncc(C(=O)N2CCC(c3nc(C(C)C)no3)CC2)c1C | -15.0
O=C(C1CCS(=O)(=O)CC1)N1CCC(c2ccnc(-c3ccccc3)c2)C1 (centres undefined) | -22.3
O=C(NCc1ccncc1)C(C1CCCC1)N1CCN(C(=O)c2cccc([N+](=O)[O-])c2)CC1 (centres undefined) | 1.2
O=C(c1cn[nH]n1)N1C[C@@H]2C[C@H]1CN2Cc1ccccc1 | -0.5
CCn1ncc(C(=O)N(C)Cc2cc3cc(F)ccc3[nH]2)c1C | -3.0
C[N+]1=C(CC=Nc2ccccc2)SCC1 | -4.9
CN(CCCC(=O)O)C(=O)c1cc(Cl)ccc1Cl | 0.5
CCC(Sc1nc2c(cnn2CCO)c(=O)[nH]1)C(=O)O (centres undefined) | -28.9
CC1c2cccn2CCN1C(=O)CNC(=O)c1ccccn1 (centres undefined) | -2.3
O=C(c1cc(COc2ccc3c(c2)CCCC3)on1)N1CCCC1c1nccs1 (centres undefined) | -8.5
O=c1c2cnc3ncnn3c2ccn1C1CCCCCC1 | -1.3
Cc1cc(C)n(C(C[N+](=O)[O-])c2ccc(Br)cc2)n1 (centres undefined) | 12.8
CCOc1ccc(CCC(=O)NC(C)(C)C(C)(C)C(=O)OC)cc1 | -7.3
C=CCNC(=O)c1cc2c(=O)n3ccccc3nc2s1 | -10.4&-9.4
C=CCOc1ccccc1CN1CCC(C(=O)Nc2cccc(-c3ccn[nH]3)c2)CC1 | -2.3
Cc1ccc(C(=O)OCC(=O)NC(C)c2ccc3c(c2)CCCC3)cc1O (centres undefined) | -5.5
Cc1c(C(=O)N(C)Cc2ccc(F)cc2)sc(=O)n1CC(=O)c1ccc(Cl)cc1 | 0.8
Cc1cc(C)c(S(=O)(=O)N2CCCCC2CCNC(=O)C(=O)Nc2ccccc2)c(C)c1 (centres undefined) | -6.6
Cc1cc(S(N)(=O)=O)cc(C)c1C | -4.5
CC(=O)N[C@H]1C[C@@H](C(c2ccccc2)c2ccccc2)O[C@@H](C(C)C)C1 | -1.2
CCC(CC)C(=O)NCCN1CCn2cc(OCc3ccccc3)c(=O)cc2C1=O | -7.6
CC1CC(OCC(S)CN2CCN(c3ccccc3)CC2)CC(C)(C)C1 (centres undefined) | -14.9
Cc1nc2c(C)cccn2c(=O)c1NC(=O)c1cc(Br)ccc1Cl | -6.2
COc1ccc(/C=C/C(=O)NNC(=O)COc2ccc(Cl)c(C)c2)cc1OC | -1.9
O=C(O)[C@H]1C[C@@H](C(=O)N2CCCC2)CN(Cc2ccccc2)C1 | -2.4
CCS(=O)(=O)N1CCC(NC(=O)c2ccc(C)cc2C)CC1 | -13.4
CCc1ccc2oc(=O)cc(CN3Cc4ccccc4CC3C(N)=O)c2c1 (centres undefined) | -8.6
CCC(CO)Nc1nc(Nc2ccc(C)c(C)c2)c2nccnc2n1 (centres undefined) | -12.7
Cc1nc(NC(=O)C2c3ccccc3C(=O)N(C)C2c2ccccc2)sc1C (centres undefined) | 6.8
CC[C@@]1(C(=O)OC)C[C@H](C(=O)N2CCCCO2)[C@H](c2ccc(OC)cc2)N1C | -9.1
c1ccc2oc(CSc3nnnn3C3CC3)nc2c1 | -6.6
Cc1ccccc1OC(C)C(=O)Nc1ncn[nH]1 (centres undefined) | 0.5
O=C(CCC1CCCN(CC2=Cc3cc(Cl)ccc3OC2)C1)Nc1ccccc1F (centres undefined) | 2.7
COCCN(C)C(=O)Cn1nnnc1CN(C)C(C)C | -2.5
CC(C)NC(=O)[C@@H]1C[C@H](N)CN1C(=O)CN(C)Cc1ccccc1F | -12.1
CC(C)(C)C(=O)NCc1ccc(-c2csc(-c3ccsc3)n2)s1 | -4.1
N#Cc1ccc(S(=O)(=O)NC2CCc3cc(Cl)ccc32)cc1 (centres undefined) | 0.8
Cc1cc(C(C(=O)O)N2CCN(c3nc4ccccc4o3)CC2)ccc1F (centres undefined) | -7.4
CSc1ccc(Cn2c(C)c(C(=O)NCc3cccc(C(F)(F)F)c3)sc2=O)cc1 | 4.6
O=C(Nc1ccc2c(c1)CN(Cc1ccsc1)CC2)C1(c2ccccc2)CC1 | -2.0
COc1cccc2c1OCC(Nc1cc(-c3nc(C)no3)ccn1)C2 (centres undefined) | -1.0
O=C(c1cc2n(n1)CCCN(C(=O)c1cccc3c1NCCC3)C2)N1CCCC1 | -6.0
Cn1c(=O)[nH]c(=O)c2c1nc(N1CCCCC1)n2Cc1ccccc1F | -3.0
Cc1cc(C)c(CS(=O)c2ccccc2)c(C)c1 (centres undefined) | -10.2
Cc1cc(C(=O)N2CCCCC2C(=O)NCc2ccncc2)no1 (centres undefined) | -2.9
O=C1N(c2ccccc2)N=C(c2ccccc2)C1(Br)Br | -7.1
Cc1cccc(CN2CCC(N3CCC(C(=O)N4CCCC4)CC3)CC2)n1 | -10.5

(listing goes on)
SMILES | mcGAS RapidFire
O=C(Cn1cnc(-c2nc(-c3cccs3)cs2)c1)Nc1ccc(F)c(Cl)c1 | -5.0
COc1cc(N2C[C@H]3OC(=O)N(CCc4ccccn4)[C@H]3C2)ncn1 | 11.1
Cc1cccnc1[C@H](C)NC(=O)Cc1ccc(-n2nnnc2C)cc1 | -27.9
N#Cc1ccc(C(=O)N(CCN2CCOCC2)c2nc3ccccc3s2)cc1 | -2.9
CC(C#N)(NC(=O)CN1CCCC1c1ncc(-c2cccc(C(F)(F)F)c2)[nH]1)C1CC1 (centres undefined) | 4.5
CC1(O)CCN(C(=O)CC(C)(C)c2ccccc2)C1 (centres undefined) | -4.5
N#Cc1ccc(C[n+]2ccccc2)o1 | -8.3
CN(C)CCNc1c2c(c(C#N)c3nc4ccccc4n13)CCCC2 | -4.2

Compounds from the list above that contain a thiophene ring, fused or not, in the order listed:
SMILES | mcGAS RapidFire
CC(=O)N1CCN(C(=O)COc2ncnc3sc4c(c23)CCCC4)CC1 | -5.2
CCn1c(SCc2c(C)noc2C)nc2sc3c(c2c1=O)CCC(C)C3 (centres undefined) | -2.6
O=C(c1scc2c1OCCO2)N1CCc2onc(-c3cccc(F)c3)c2C1 | -2.9
CCOC(=O)c1c(NC(=O)CN2CCCC2C(=O)N(C)C)sc(C)c1-c1ccc(C)cc1 (centres undefined) | -5.9
CCCC(NC(=O)Cn1cccn1)C(=O)N1CCc2sccc2C1 (centres undefined) | -3.4
O=C(NCc1ccc2c(c1)OCCO2)N1CCCC1c1ccsc1 (centres undefined) | -9.0
C=CCNC(=O)c1cc2c(=O)n3ccccc3nc2s1 | -10.4&-9.4
CC(C)(C)C(=O)NCc1ccc(-c2csc(-c3ccsc3)n2)s1 | -4.1
O=C(Nc1ccc2c(c1)CN(Cc1ccsc1)CC2)C1(c2ccccc2)CC1 | -2.0
O=C(Cn1cnc(-c2nc(-c3cccs3)cs2)c1)Nc1ccc(F)c(Cl)c1 | -5.0
